Mot1-301 SUMO = inhibitors of SUMOylation pathway: yeast Mot1-301 growth rescue; S. cerevisiae Mot1-301 growth rescue, ATP luminescence, 38.5C; percent above DMSO median, 100 means doubled; growth rescue, % at 18.8 µM; 320,000 tested, 1% active; AID 2716;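 active = every valid replicate shows activation above 250% relative to neutral control wells; inactive = the rest, any valid replicate at or below 250%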;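 note: OY570 slx delta 5 strain wells were the positive control but not used for scaling; some compounds called inactive have numbers as strong as hits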
LANA DNA inh = inhibitors of KSHV LANA C-terminal domain DNA binding | MBP-C-LANA/FAM-LBS DNA binding, fluorescence polarization | inhibition, % at 9 µM | 340,000 tested, 0.078% active | AID 504423;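 active = highest replicate inhibition at or above 60% at 9 µM, even if other replicates fall short; inactive = all replicates below 60% inhibition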;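 note: 0% = neutral control wells and 100% = 4 µM acridine orange control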
RTF Ca sens act = increases calcium sensitivity of human cardiac regulated thin filaments; P19429+P45379; IANBD-labeled TnC RTF fluorescence at EC20 calcium; 0% EC20 calcium, 100% full calcium; activation, % at 7.2 µM; 340,000 tested, 0.24% active;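 active = activation above the mean over all tested compounds plus 3 SD, cut at about 30% in these data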;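 note: rise in fluorescence read as greater calcium sensitivity of cardiac thin filaments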
CDK5 inh = CDK5/p35 (human) kinase inhibition. Recombinant CDK5/p35, ADP-Glo luminescence, 60 min. Q00535+Q15078. inhibition, % at 10 µM. 330,000 tested, 0.01% active;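 active = highest replicate inhibition of at least 50% and at least 75% of replicates reaching 50%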;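 note: plate controls were DMSO neutral control for no effect and GW8510 at 10 µM for full effect; many of its hits are not listed in these tables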
RTF Ca sens inh = cardiac RTF calcium desensitization | 340,000 tested, 0.12% active | inhibition, % at 7.15 µM | IANBD-labeled cardiac RTF, Ca2+ fluorescence;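 active = inhibition above the mean inhibition of all tested compounds plus 3 SD, cut at about 17% in these data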;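 note: assay run at fixed EC70 calcium of 1.6 mM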
dFosB activator = mouse delta FosB homodimer activation; P13346; purified delta FosB, TAMRA-CDK5 oligo fluorescence polarization; percent of positive-control signal above neutral wells; activation, % at 25 µM; 340,000 tested, 0.99% active; AID 493131;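 active = mean activation above about 17%, with every replicate also reaching it, limit read from the data, passing the limit was not always enough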;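 note: fluorescence polarization rise as delta FosB binds a TAMRA Cdk5 AP-1 oligo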
Target sequence (P13346 whole entry, looked up): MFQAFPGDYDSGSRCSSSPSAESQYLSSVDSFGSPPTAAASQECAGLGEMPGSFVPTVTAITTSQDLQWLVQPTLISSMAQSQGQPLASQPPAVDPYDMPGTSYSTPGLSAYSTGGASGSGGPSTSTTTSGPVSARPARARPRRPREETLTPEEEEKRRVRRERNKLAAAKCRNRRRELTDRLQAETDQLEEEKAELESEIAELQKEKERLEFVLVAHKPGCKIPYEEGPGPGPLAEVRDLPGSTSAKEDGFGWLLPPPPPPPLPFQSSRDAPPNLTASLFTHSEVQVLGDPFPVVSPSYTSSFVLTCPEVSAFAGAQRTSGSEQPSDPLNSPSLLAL
PfHsp90 set2 = growth inhibition of yeast expressing Plasmodium Hsp90. inhibition, % at 9.4 µM. 310,000 tested, 0.32% active. S. cerevisiae expressing PfHsp90, BacTiter-Glo ATP, 48 h; yeast lacking PDR1 and PDR3 efflux regulators;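 active = every replicate shows inhibition above about 80%, whatever the replicate mean, limit read from the data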;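 note: 0% = DMSO neutral controls and 100% = 20 µM radicicol positive controls; yeast relying on Plasmodium falciparum Hsp90 in place of its own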
NSD2 HMT inh = blocks human histone methyltransferase NSD2; O96028; NSD2 peptide methylation, AlphaScreen, 120 min; inhibition, % at 12.5 µM; 310,000 tested, 0.54% active; in the data active = inhibition above about 50%
PvdQ inh = P. aeruginosa PvdQ acylase inhibition; 340,000 tested, 0.063% active; AID 488965; purified PvdQ acylase, fluorescence plate reader; inhibition, % at 10 µM; in the data active = inhibition above about 30%, passing the limit was not always enough;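 note: 0% = vehicle neutral wells and 100% = reference inhibitor wells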
Rtt109 Vps75 = C. albicans Rtt109 histone acetyltransferase inhibition; purified Rtt109/Vps75, ThioGlo CoA-SH fluorescence, 4 h; inhibition, % at 34.9 µM; 330,000 tested, 0.16% active;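 active = inhibition of at least 50% in every replicate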
Target sequence (Q5AAJ8 whole entry, looked up): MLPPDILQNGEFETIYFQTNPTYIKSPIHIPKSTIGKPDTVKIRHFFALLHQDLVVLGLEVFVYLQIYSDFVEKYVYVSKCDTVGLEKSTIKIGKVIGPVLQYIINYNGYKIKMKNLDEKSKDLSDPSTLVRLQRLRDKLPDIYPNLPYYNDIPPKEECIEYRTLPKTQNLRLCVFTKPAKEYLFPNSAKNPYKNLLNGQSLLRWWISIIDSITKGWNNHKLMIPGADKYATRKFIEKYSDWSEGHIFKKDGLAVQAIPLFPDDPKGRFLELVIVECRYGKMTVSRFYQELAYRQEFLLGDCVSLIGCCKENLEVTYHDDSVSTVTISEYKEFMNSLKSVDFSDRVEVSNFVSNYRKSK
Keap1 Nrf2 FP = Keap1-Nrf2 (human) interaction inhibition; Q14145; Keap1 Kelch-Nrf2 peptide fluorescence polarization, 1536-well; inhibition, % at 9.4 µM; 340,000 tested, 0.15% active; AID 504523; in the data active = inhibition above about 12%;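 note: human Keap1 Kelch domain with fluorescein labeled Nrf2 9mer peptide probe; 0% = neutral control wells and 100% = peptide positive control; higher means more block of Keap1 binding to Nrf2 peptide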
* hit, by the source's call; . = no result given; & = joins results of further samples.

The line under a structure holds: Mot1-301 SUMO	LANA DNA inh	RTF Ca sens act	CDK5 inh	RTF Ca sens inh	dFosB activator	PfHsp90 set2	NSD2 HMT inh	PvdQ inh	Rtt109 Vps75	Keap1 Nrf2 FP
Cc1cc(C)n(Cc2ccccc2F)c(=O)c1C#N
 : -3	-0.2	-2	0.3	-6	-8	2	.	-2	-13	-6
Cc1nc(C)n(C(C)CNC(=O)c2ccccc2)n1 (stereo not given)
 : 6	-1.7	-5	-0.7	-5	3	-15	-3	-10	-1	1
CCCCC(=O)Oc1c(S(=O)(=O)c2ccccc2)c(C)nn1C(C)(C)C
 : 100	-2.0	-8	1.5	-3	-2	-11	-11	3	7	-5
Cc1c(NS(=O)(=O)c2ccc(N3CCCCC3)c([N+](=O)[O-])c2)c(=O)n(-c2ccccc2)n1C
 : 3	0.7	-4	-0.1	7	-3	4	5	-7	-6	-4
Cc1ccc2nc(-c3ccncc3)cc(-c3ccccc3)c2c1
 : 7	-0.2	-5	0.7	-5	-21	-8	-5	5	-5	6
CC1CN(C(=O)c2cccc(Oc3ccccc3)c2)CC(C)O1 (stereo not given)
 : -7	-0.9	-2	-0.5	-4	3	7	-2	12	8	-2
CC(/C=C1\SC(=O)N(CCCC(=O)O)C1=O)=C\c1ccccc1
 : 32	-0.1	4	-1.7	-5	-3	15	21	-4	15	-8
O=C(Nc1cccc([N+](=O)[O-])c1)Nn1cnnc1
 : -4	-0.5	-4	0.8	-1	1	-1	0	-9	-7	2
CCn1c(SCC(=O)N2CC(C)OC(C)C2)nc2c([nH]c3ccccc32)c1=O (stereo not given)
 : -2	-1.4	-1	0.9	-4	-3	-2	24	3	2	-1
O=C(CCC(=O)N1CCOc2ccccc21)NCc1ccccn1
 : -8	-1.5	6	-0.4	-2	-1	-37	.	-6	-6	2
CC(C)(Oc1ccc(Cl)cc1)C(=O)NC1=NN(c2ccccc2)C(=O)C1
 : -3	-1.3	1	-2.0	1	-7	11	22	0	-2	2
Cc1ccc(S(=O)(=O)c2cc3c(=O)n4ccccc4nc3n(CCc3ccccc3)c2=N)cc1
 : -2	0.5	-3	0.5	0	-2	9	7	3	-4	2
CCc1ccc(-c2cc3c(=O)n(CC(=O)NCCCN4CCN(Cc5ccccc5)CC4)nc(C)n3n2)cc1
 : 34	-0.1	1	-2.7	-1	6	-7	1	9	31	-4
Clc1ccc(-n2nnnc2CN2CCOCC2)cc1
 : 24	0.4	-1	-0.2	-2	3	.	-4	-1	-1	3
COc1ccc(NC(=O)C(C)Sc2nnc(C3CC3)n2C2CC2)cc1 (stereo not given)
 : -2	-0.6	-3	0.2	2	-3	.	-10	-19	6	-1
CCC(C)N1C(=O)S/C(=C/c2ccc(Sc3nc4ccccc4[nH]3)o2)C1=O (stereo not given)
 : 11	-3.6	4	5.9	2	-4	.	0	9	2	1
Cc1cccn2c(=O)nc(SCC(=O)c3ccccc3)nc12
 : -3	1.7	1	-0.2	-12	-5	.	-1	-1	14	4
O=C(c1ccc(-c2cc(O)c3ncccc3c2)cc1)N1CCNCC1
 : 162	-1.0	0	0.3	1	-6	-21	.	-15	5	-2
CCOc1cc(C(=O)N/N=C/C2CC=CCC2)cc(OCC)c1OCC (stereo not given)
 : -4	-0.2	1	-7.4	3	-8	-5	-1	-26	2	-8
CCOC(=O)CN(C(=O)CSc1nnc(-c2ccc(OC)c(OC)c2)o1)c1ccc(F)cc1
 : -39	-0.1	3	3.2	1	-8	-11	0	7	-2	2

The closing 2 records of the section above are carried over, then new ones follow.
The line under a structure holds: Mot1-301 SUMO	LANA DNA inh	RTF Ca sens act	CDK5 inh	RTF Ca sens inh	dFosB activator	PfHsp90 set2	NSD2 HMT inh	PvdQ inh	Rtt109 Vps75	Keap1 Nrf2 FP
CCOc1cc(C(=O)N/N=C/C2CC=CCC2)cc(OCC)c1OCC (stereo not given)
 : -4	-0.2	1	-7.4	3	-8	-5	-1	-26	2	-8
CCOC(=O)CN(C(=O)CSc1nnc(-c2ccc(OC)c(OC)c2)o1)c1ccc(F)cc1
 : -39	-0.1	3	3.2	1	-8	-11	0	7	-2	2
CC1(c2ccccc2)NC(=O)N(CC(=O)NCCN2C(=O)S/C(=C\c3cccnc3)C2=O)C1=O (stereo not given)
 : .	-1.3	-6	0.5	-4	-8	-9	-1	-6	-3	1
CCC(C)[C@H](NC(=O)Nc1ccccc1F)C(=O)OC (stereo not given in full)
 : -17	0.7	-1	-0.6	10	-2	1	-3	-2	-4	-3
CCC(C)NCCOCCOc1ccc(Br)cc1 (stereo not given)
 : 323	-0.2	-1	-0.2	12	5	4	3	-2	12	1
Cc1ccc(CN(C)C(=O)c2cccc(S(=O)(=O)N3CCN(Cc4ccccc4)CC3)c2)o1
 : 76	-0.1	-12	0.1	-21	-6	17	11	-5	-3	1
CC1CN(C(=O)c2c([N+](=O)[O-])cnn2C)CC(C)O1 (stereo not given)
 : -13	0.3	-2	0.8	-3	-3	-17	-3	-9	-8	2
CCCc1c(C)nc(N2CCN(c3ccccc3OC)CC2)[nH]c1=O
 : -6	3.7	2	-1.5	3	1	-2	6	-6	1	2
COc1ccc(C=NNC(=S)NC23CC4CC(CC(C4)C2)C3)cc1OC
 : .	-0.4	-4	-1.0	7	-15	-35	-1	-16	0	-3
COc1ccc(CN(C(=O)c2ccco2)c2ccc(C)cc2)cc1OC
 : -23	0.5	-2	1.3	-5	-7	61	3	-13	2	1
O=C(CN1C(=O)NC2(CCCC2)C1=O)N1CCN(S(=O)(=O)c2ccccc2)CC1
 : -23	0.1	8	-6.5	-12	-5	-28	-3	-6	0	-5
CCN(CC)c1cc(C)c2cc(NC(=O)c3ccc(Br)o3)ccc2n1
 : 57	1.7	14	1.4	5	-32	.	-2	-9	31	0
COc1cc(S(=O)(=O)N2CCN(c3ccccn3)CC2)ccc1Br
 : -3	-1.0	0	1.0	-8	-10	-4	4	-7	1	4
CCN(CC)S(=O)(=O)c1ccc2c(c1)c(=O)c(C(=O)N1CCOCC1)cn2C
 : -20	-1.3	1	-0.7	3	-1	.	-2	-2	-4	-4
C[C@H](CO)N1C[C@H](C)[C@@H](CN(C)C(=O)Nc2ccc(C(F)(F)F)cc2)Oc2ccc(NS(=O)(=O)c3ccccc3)cc2C1=O
 : 2	0.8	7	-0.9	5	-1	0	.	-9	9	-4
COCCN(C(=O)CNC(=O)c1ccco1)C(C(=O)NC1CCCC1)c1ccc(F)cc1 (stereo not given)
 : 56	0.8	-4	-0.1	6	1	16	-6	-1	-11	0
CC1=N/C(=C/c2ccc([N+](=O)[O-])cc2)C(=O)N1c1ccc(Cl)cc1Cl
 : 138	1.2	17	-1.0	-12	9	-6	0	-18	.	-3
Cc1cc(C)cc(N(CC(=O)N2CCOCC2)S(=O)(=O)c2ccccc2)c1
 : 0	-0.4	-1	-0.4	-3	-10	.	-6	-8	14	3
CCOC(=O)C1CCN(C(=O)COc2ccc(Br)cc2Br)CC1
 : -2	-2.7	-2	-0.8	0	3	-7	-2	-3	3	0
CCCc1nc(-c2ccccc2)c(-c2ccc(OC)c(OC)c2)c(=O)[nH]1
 : 4	2.0	-1	-1.5	-6	1	2	-3	-16	-2	3
CCC12CN3CC(CC)(CN(C1)C3c1ccccc1Cl)C2O (stereo not given)
 : -3	-0.8	-4	-2.0	0	2	9	-2	-3	-6	2
O=C(Nc1nnc(/C=C/c2ccccc2)s1)c1ccco1
 : -5	0.1	1	-1.2	-5	-4	-4	-2	-7	6	-2

Continued:
The line under a structure holds: Mot1-301 SUMO	LANA DNA inh	RTF Ca sens act	CDK5 inh	RTF Ca sens inh	dFosB activator	PfHsp90 set2	NSD2 HMT inh	PvdQ inh	Rtt109 Vps75	Keap1 Nrf2 FP
COc1ccc(-c2cc(C(=O)NCc3cn(C)nc3C)c3ccccc3n2)cc1OC
 : 226	-1.5	-7	-1.5	-1	-4	-49	-3	-9	1	-1
O=C(COc1ccc(Cl)cc1)N/N=C/c1cccc2cccnc12
 : 22	-4.4	1	-1.4	1	6	-6	1	3	10	-1
O=C(N[C@H]1CC1c1ccccc1)c1ccc([N+](=O)[O-])cc1 (stereo not given in full)
 : 35	6.2	12	-1.4	-5	1	-13	0	-12	-7	-5
CCS(=O)(=O)N1CCCC(C(=O)NCCN(C)Cc2ccccc2)C1 (stereo not given)
 : 5	-1.0	3	0.5	8	5	-14	-2	-7	-7	-6
CN(Cc1ccccc1)C(=O)c1ccc(NC(=O)Cc2cccc(NC(=O)C3CCN(C(=O)C4CCCCC4)CC3)c2)cc1
 : -13	3.7	-1	4.8	-6	-3	-8	.	9	7	-4
Cc1cc(NC(=O)Nc2cccc(C(F)(F)F)c2)no1
 : -12	0.3	3	-1.2	-1	-9	11	7	18	26	-3
O=C(Nc1cccc(C(F)(F)F)c1)C1CCCCC1
 : 24	0.2	-5	-0.6	-5	-9	-10	-2	-4	-2	3
CCCN1CCN(S(=O)(=O)c2cc3c(cc2C)NC(=O)CO3)CC1
 : 12	0.0	3	0.5	-4	1	-10	.	-14	-5	0
OCCN1CCN(c2ncnc3sc4c(c23)CCCC4)CC1
 : -14	0.4	2	1.1	3	-6	5	-1	4	0	3
COc1ccc(NS(=O)(=O)c2cccc(C(=O)NNC(=O)CNC(=O)c3cccc(C)c3)c2)cc1
 : 0	2.1	-1	0.6	-6	-8	12	1	-9	7	0
Cn1nnnc1SCC(=O)Nc1ccccc1[N+](=O)[O-]
 : 4	-0.4	-9	-0.6	-2	-4	-7	-1	26	0	0
COC(=O)C1=C(C)NC(C)=C(C(=O)OC)C1C(=O)OCCN1C(=O)c2ccccc2C1=O
 : 21	-4.1&-1.8	5&-1	0.1&1.6	-3&-1	-6&6	-10&-2	1	-5&-1	-5&-3	-1&1
O=[N+]([O-])c1cccc(S(=O)(=O)Nc2cccc(-c3ccc(N4CCCC4)nn3)c2)c1
 : .	0.4	-15	0.7	4	-9	.	2	-14	18	-3
O=c1[nH]c(CO)nc2c1oc1ccccc12
 : 116	-0.7	4	-1.8	-19	-11	-3	-1	-21	-5	-2
